Pf gametocyte = P. falciparum stage V gametocyte viability inhibition; P. falciparum stage V gametocytes, ATP luminescence, 24 h; inhibition, % at 10.9 µM; 150,000 tested, 0.065% active;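 active = inhibition above the mean plus 3 SD of compounds within the control limits, set per campaign, cut at about 38% in these data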;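 also: 0% = DMSO wells and 100% = medium only without gametocytes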
* marks the source's active call; other numbers are inactive results. Some of the compounds tested; the hit share may differ from the screen's.

molecule,Pf gametocyte
O=C1CCN(Cc2cccnc2)CCN1[C@H](CO)c1ccccc1,15
Cc1ccc2oc(C(=O)N3CCN(CC(=O)NC(C)C)CC3)c(C)c2c1,3
Cc1ccc(S(=O)(=O)N2[C@@H](c3cccc(Cl)c3)C(C(=O)O)=CC[C@H]2c2ccc(Cl)c(Cl)c2)cc1,16
C/C=C/n1ccnc1CC(O)(c1ccccc1)c1ccc(C)cc1 (stereo unspecified),-18
O=c1c2ccccc2ncn1Cc1ccc(Cl)c(Cl)c1,-17
COC(=O)c1ccccc1Nc1ccnc(Cl)n1,6
COC(C[C@@H]1O[C@H]1C(=O)COCc1ccccc1)OC,-14
O=C(NCc1ccccc1C(F)(F)F)c1cccc2c1C(=O)c1ccc(N3CCOCC3)cc1S2(=O)=O,3
O=[N+]([O-])c1cc([N+](=O)[O-])c(Oc2cc(F)cc(F)c2)cc1NN1CCCCC1,-11
CC(C(=O)N(C)C)N1c2cccc3cccc(c23)S1(=O)=O (stereo unspecified),-6
CCN1C(=O)[C@H]2[C@@H](c3ccc(-c4ccccc4)cc3)N[C@@](Cc3ccccc3)(C(=O)OC)[C@H]2C1=O,4
CCCN1CCC(=O)N([C@H](COc2ccccc2)CC(C)C)CC1,13
Cc1cc(NC(=O)c2ccc(Cl)cc2Cl)n(-c2ccccc2)n1,6
O=C(NCCN1CCOCC1)c1c(Cl)cccc1Cl,-14
CCOC(=O)CCCCCC(=O)Nc1ccc2c(c1)CC(=O)N([C@@H](C)CO)C[C@H](C)[C@@H](CN(C)C(=O)Nc1ccc3c(c1)OCO3)O2,-8
Clc1cccc(CN2CCSCC2)c1Cl,5
CCc1cc(Cn2nc(-c3ccccc3)cc2C(=O)NCc2cccs2)on1,12
O=C(NN1CCOCC1)c1ccc(Br)cc1,-21
Nn1cnc2scc(-c3ccc(Cl)cc3)c2c1=O,6
OCCCCC#Cc1c(-c2ccsc2)sc2ccccc12,-31
CCOC(=O)N1CCN(C(=O)CNC(=O)c2ccc(Br)o2)CC1,-4
Cc1cccc(CNc2ncnc3ccc(-c4ccccc4Cl)cc23)c1,7
CCCCCOC(=O)C1=C(C)NC(=O)NC1c1ccc([N+](=O)[O-])cc1 (stereo unspecified),-3
CCC1Nc2ncnc(N3CCCCC3)c2N(Cc2ccccc2)C1=O (stereo unspecified),3
COC(=O)c1ccc(NC(=O)CCN2CCOCC2)cc1,11
Cc1cccc(OCC(O)Cn2ccnc2C)c1 (stereo unspecified),-30
O=C(N/N=C/c1ccc(Cl)s1)C(O)c1ccccc1 (stereo unspecified),-12
CC(=O)c1c(O)cc(=O)oc1-c1ccc(C)cc1,5
CCOc1ccc(N=C2NC(=O)CS2)cc1,5
COc1cc(C(=O)N(CCN(C)C)CC2CCCN(Cc3ccccc3F)C2)ccc1C (stereo unspecified),12
CCCNC(=O)C(Cc1ccccc1)NC(=O)c1ccccc1 (stereo unspecified),-14
COc1ccccc1NC(=O)CN1CCN(CC(=O)Nc2ccccc2F)CC1,13
Cc1cc(C)c(OCCn2ccnc2)c(C)c1,12
O=C(c1ccco1)N1CCN(S(=O)(=O)c2ccccc2)CC1,-14
Oc1ccc(/C=N/N2CCN(Cc3ccccc3)CC2)cc1,2
CCOC(=O)c1ccccc1NC(=O)c1ccc(Cl)c(S(=O)(=O)N2CCOCC2)c1,6
O=C(CCCC(=O)c1ccc(O)cc1)c1ccc(O)cc1,-36
Cc1cccc(Nc2nc(N)nc(CN3CCN(c4ccccc4F)CC3)n2)c1,8
Cc1ccc([C@@H]2[C@@H]3C(=O)N(c4ccccc4)C(=O)[C@@H]3[C@]3(Cc4ccccc4)C(=O)N(CC4CC4)CC(=O)N23)o1,11
O=C(Nc1cccc(C(=O)Nc2ccc(Cl)cn2)c1)c1ccccc1,-8

Compounds from the list above containing a thiophene ring, fused or not:
molecule,Pf gametocyte
CCc1cc(Cn2nc(-c3ccccc3)cc2C(=O)NCc2cccs2)on1,12
Nn1cnc2scc(-c3ccc(Cl)cc3)c2c1=O,6
OCCCCC#Cc1c(-c2ccsc2)sc2ccccc12,-31
O=C(N/N=C/c1ccc(Cl)s1)C(O)c1ccccc1 (stereo unspecified),-12

Remaining list, next part
molecule,Pf gametocyte
CCN1C(=O)N(CC)c2cccc3cccc1c23,-17
CN1CCN(CC(=O)Nc2nc3ccccc3s2)CC1,9
CCC1Nc2ncnc(N3CCOCC3)c2N(Cc2ccc(Br)cc2)C1=O (stereo unspecified),28
COc1ccc(NC(=O)c2sc3nc(C)cc(C)c3c2N)c(OC)c1,7
COC(=O)Cn1c(Cc2ccccc2)nc2ccccc21,-26
Cc1cccc(OCc2nn[nH]n2)c1C,5
COc1ccc(C2=Nn3c(nnc3-c3ccccc3Cl)SC2)cc1OCC1CC1,17
CCCOc1ccc2oc(=O)c3c(c2c1)CCCN3C(=O)CN1CCN(c2ncccn2)CC1,17
CC(=O)Nc1ccc2nc(-c3cccn3C)[nH]c2c1,2
CSc1ccc(CN2CCN(C(=O)CC(C)C)CC2)cc1,-11
COc1ccc(-c2nc(NCCCN(C)C)c3ccccc3n2)cc1,-8
O=C(NCCCNC(=O)c1ccccc1)c1ccccc1,-5
COc1ccc(OC)c(S(=O)(=O)N2CCc3ccccc3C2)c1,18
COc1ccccc1-c1sc2cc3c(cc2c1-c1ccc(OCCN2CCCCC2)cc1)OCO3,-8
Cc1ccc(C)c(NC(=O)c2cc([N+](=O)[O-])cc([N+](=O)[O-])c2)c1,8
CC(=O)c1cnc2nc(SCc3cccc(C)c3)nn2c1C,2
O=C(NC(=O)c1ccccc1)Nc1cccc(S(=O)(=O)N2CCCCC2)c1,23
CCC(=O)N(Cc1cc2ccc(C)cc2[nH]c1=O)c1ccccc1OC,4
O=C(Nc1cccc(Cl)c1)c1nc[nH]c1C(=O)NCCCCNC(=O)c1[nH]cnc1C(=O)Nc1cccc(Cl)c1,-26
Cc1ccc(C(=O)Nn2cnnc2)cc1[N+](=O)[O-],19
CC(C)CC1NC(=O)c2cc(Cl)ccc2-n2c1nc1ccccc1c2=O (stereo unspecified),-25
c1cc2c(cc1CNc1ccc(N3CCOCC3)cc1)OCO2,-3
COc1ccccc1NC(=O)c1sc(Cl)nc1C,6
Cc1ccccc1CC(=O)N1CC(C)OC(C)C1 (stereo unspecified),10
COc1ccc(CCC(C)NC2CCCCCCC2)cc1 (stereo unspecified),16
Cc1ccc(SCCN2CCC(C(C)(C)C)CCC2=O)cc1 (stereo unspecified),-12
Cc1cccc([C@@H]2[C@@H]3C(=O)N(Cc4ccccc4)C(=O)[C@@H]3[C@]3(Cc4ccc(Cl)cc4)C(=O)N(c4cccc(Br)c4)C(=O)N23)c1,5
CCC[C@@H](CN[C@@H](CNC)C(C)C)NCCCCc1ccccc1,2
O=[N+]([O-])c1cccc(S(=O)(=O)NCCc2ccccc2)c1,17
COc1ccc(CC(=O)Nc2ccc(N(C)C)c3ccccc23)cc1,19
CCOC(=O)c1ccc(NC(=O)c2ccc(CN3CCc4ccccc4C3)cc2)cc1,5
Cc1ccccc1-c1cc(C(=O)NCc2cccs2)nn1CC1CC(c2cccc([N+](=O)[O-])c2)=NO1 (stereo unspecified),-8
CCC(C(=O)NCCCN1CCN(CCCNC(=O)C(CC)c2ccccc2)CC1)c1ccccc1 (stereo unspecified),-8
CC(C)(C)CN1CCN(Cc2cc3ccccc3[nH]2)CC1CCO (stereo unspecified),10
O=C1c2cccc3cccc(c23)C(=O)N1CC1CCN(S(=O)(=O)c2ccccc2)CC1,-11
CCOC(=O)c1ccc(NC(=O)c2c(Cl)cc(C)nc2C)cc1,4
C[C@H]1CCC(=O)N([C@H](COc2ccccc2)Cc2ccccc2)CC1,-19
O=C1C=C(c2ccc3[nH]ccc3c2)C[C@@H](c2ccc(F)cc2)C1,-18
C=CCC[C@H](Cc1ccc(F)cc1)C(=O)OC[C@H](C)NC(=O)[C@@H](CC=C)CC(=O)N[C@H](CO)Cc1ccccc1,23
COCC(=O)Nc1ccc(S(=O)(=O)Nc2nccs2)cc1,-4
CON(C)C(=O)CCN(Cc1ccccc1)C(=O)OC(C)(C)C,0
CC(=O)Nc1ccc(NC(=O)Cc2ccc(-c3ccccc3)cc2)cc1,-13
CC(NC(=O)C1CC1)c1ccc(-c2ccccc2)cc1 (stereo unspecified),6
COc1ccc(CCN(C)C2CCCN(S(=O)(=O)c3ccccc3F)C2)cc1OC (stereo unspecified),16
COc1ccc(N2C(=O)N3[C@H](c4ccc(Br)cc4)[C@@H]4C(=O)N(C(C)(C)C)C(=O)[C@@H]4[C@]3(Cc3ccccc3)C2=O)cc1,-8
COCCNC(=O)CN(C(=O)CCC(=O)Nc1ccccn1)c1ccccc1OC,18
Cn1cnc(C(=O)N2CCN(C(=O)OC(C)(C)C)CC2)c1C(=O)N1CCN(C(=O)OC(C)(C)C)CC1,16
C=CCn1c(COc2cccc(C)c2)nnc1SCC(=O)c1c(N)n(C)c(=O)n(C)c1=O,-2
Cc1cc([N+](=O)[O-])ccc1NCc1cccc2ccccc12,2
COc1c[nH]n(-c2ccccc2)c(=O)c1=O,-6
C[C@H](CO)N1C[C@H](C)[C@@H](CN(C)C(=O)Nc2ccc3c(c2)OCO3)Oc2ccc(NC(=O)CCC(F)(F)F)cc2C1=O,9
COCCNC(=O)Cn1nc(-c2ccccc2C)ccc1=O,0
CCOC(=O)C1=C(CCc2ccccc2)NC(=O)NC1c1cccc([N+](=O)[O-])c1 (stereo unspecified),4
CN1CCC(CNC(=O)Nc2ccccc2)(c2ccccc2)CC1,3
COc1ccc(/C=C(/NC(=O)c2cccs2)C(=O)NC(C)(C)C)cc1OC,2
CC(C)(C)OC(=O)C[C@H]1C/C=C\C[C@@H](CC(=O)N(CCO)Cc2ccccc2)C(=O)N2CCC[C@@H]2COC1=O,12
COc1cc(/C=C2/CC(C)OC2=O)c([N+](=O)[O-])cc1OC (stereo unspecified),12
CC(C)CN1CCC(=O)N([C@H](COc2ccccc2)Cc2ccccc2)CC1,-3
Cc1ccccc1C(=O)NNC(=O)CCCCC(=O)NNC(=O)c1ccccc1C,-11
CN(C(=O)c1ccc(NC(=O)Cc2cccc(NC(=O)C3CCN(C(=O)C4CCCCC4)CC3)c2)cc1)C1CCCC1,0

More compounds.
molecule,Pf gametocyte
C/C(=N/NS(=O)(=O)c1ccc(Cl)cc1)c1ccc2c(c1)OCO2,3
Cc1cc(C)n2cc(CSc3nnc(-c4ccccc4)c(-c4ccccc4)n3)nc2n1,-2
COc1ccc(-c2cn(Cc3ccc(C(N)=O)cc3)c(CCN)n2)cc1,-10
C[C@H](NC(=O)c1nc[nH]c1C(=O)N[C@@H](C)C(=O)OC(C)(C)C)C(=O)OCc1ccccc1,-2
CCCOc1ccc(-c2c(=O)n(O)c3ccccc3[n+]2[O-])cc1,-17
c1nc2ccc(Cc3ccc4nc[nH]c4c3)cc2[nH]1,18
O=C(c1cc2ccccc2oc1=O)N1CCCN(C(=O)c2cc3ccccc3oc2=O)CC1,-27
CCCCOc1cccc(C(=O)Nc2ccc(S(=O)(=O)Nc3nnc(CC)s3)cc2)c1,-8
CC(NC(=O)c1ccncc1)c1ccccc1 (stereo unspecified),10
O=C(CN1CCOCC1)Nc1ccccc1F,12
CCN1C(=O)[C@H]2[C@@H](c3ccc(-c4ccc(F)cc4)c(OC)c3)N[C@@](Cc3ccccc3)(C(=O)OC)[C@H]2C1=O,-48
COc1ccc([C@H]2CC(=O)C=C(c3cccc(NC(C)=O)c3)C2)cc1,17
COc1ccc(C(=O)Nn2c(CC(C)C)nc3cc(Cl)ccc3c2=O)c(OC)c1,-11
FC(F)(F)c1cc(CCN2CCNC[C@@H]2Cc2ccccc2)cc(C(F)(F)F)c1,-2
CCC(CO)NCc1ccc(OCC(O)c2ccccc2)c(OC)c1 (stereo unspecified),18
O=C1NC(c2ccc(Br)cc2)Oc2ccccc21 (stereo unspecified),-1
CC(C(=O)NCc1ccccc1)N1C(=O)c2ccccc2C1=O (stereo unspecified),-14
CC(C)(C)C(=O)NC(=S)Nc1ccc(Cc2ccncc2)cc1,0
O=C(NCc1ccccc1)C1(C(F)(F)F)CC(CCCO)CCCO1 (stereo unspecified),20
Cc1ccc(CN2CCN(C(=O)CCc3ccccc3)CC2)cc1,-5

Next section; the last 4 above are carried over.
molecule,Pf gametocyte
CC(C(=O)NCc1ccccc1)N1C(=O)c2ccccc2C1=O (stereo unspecified),-14
CC(C)(C)C(=O)NC(=S)Nc1ccc(Cc2ccncc2)cc1,0
O=C(NCc1ccccc1)C1(C(F)(F)F)CC(CCCO)CCCO1 (stereo unspecified),20
Cc1ccc(CN2CCN(C(=O)CCc3ccccc3)CC2)cc1,-5
c1ccc2c(-c3cncc4ccccc34)cncc2c1,-9
Cc1ccc(O)c(C(=O)CC(=O)c2ccc(C(C)(C)C)cc2)c1,11
COc1ccc2c(C(=O)c3ccc(C)cc3)n(CCC(N)=O)[n+]([O-])c2c1,9
Cc1ccc2cc(CN(CCCN3CCOCC3)C(c3nnnn3Cc3ccco3)C(C)C)c(=O)[nH]c2c1C (stereo unspecified),-10

Bioassay records: PubChem, The Scripps Research Institute Molecular Screening Center
